Assay outcomes (PubChem)
TcdB inh: TcdB glycohydrolase inhibitors, primary screen, biochemical, single point, plate reader; Toxin B (Clostridioides difficile), P18177; TcdB glycohydrolase enzymatic assay; inhibition, % at 9.99 µM; actives 0.24% (n = 350,000); in the data active = inhibition above about 10%
Y pestis TopoI: Yersinia pestis topoisomerase I inhibitors, primary screen, biochemical, cleavage product accumulation, plate reader, single point | AID 504884, 2011 | Y. pestis Topo-I cleavage product accumulation | activity, % at 10 µM | actives 0.064% (n = 360,000); in the data active = activity above about 50%, passing the limit was not always enough; inconclusive = no clear call, values can overlap the other calls; note: inactives centre near 2
3CLpro inhibitor: SARS-CoV 3CLpro protease inhibitors, primary screen, biochemical, quenched FRET; Replicase polyprotein 1ab (Severe acute respiratory syndrome coronavirus), P0C6X7; recombinant SARS-CoV 3CLpro, quenched FRET peptide cleavage; inhibition, % at 6 µM; actives 0.14% (n = 290,000); AID 1706, 2009; in the data active = inhibition above about 12%
VHR inh abs: VHR1 phosphatase inhibitors, primary screen, biochemical, absorbance, uHTS | actives 0.52% (n = 290,000) | inhibition, % at 13.3 µM | recombinant VHR phosphatase, pNPP absorbance | Dual specificity protein phosphatase 3 (Homo sapiens), P51452; in the data active = inhibition above about 50%; note: some compounds called inactive have numbers as strong as hits
Target sequence (P51452 whole entry, looked up): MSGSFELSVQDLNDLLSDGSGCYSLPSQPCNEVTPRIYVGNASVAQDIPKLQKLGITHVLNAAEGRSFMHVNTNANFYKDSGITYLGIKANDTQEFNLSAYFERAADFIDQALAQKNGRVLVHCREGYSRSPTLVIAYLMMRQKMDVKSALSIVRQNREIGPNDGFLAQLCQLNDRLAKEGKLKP
Rv3671c protease: Rv3671c serine protease inhibitors, primary screen, biochemical, fluorescence polarization, M. tuberculosis H37Rv. actives 0.048% (n = 320,000). inhibition, % at 5.96 µM; in the data active = inhibition above about 38%;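 note: extracellular domain of Rv3671c used as enzyme; 0% = enzyme with DMSO and 100% = no enzyme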
Target sequence (P9WHR9 whole entry, looked up, the tested form may be a part): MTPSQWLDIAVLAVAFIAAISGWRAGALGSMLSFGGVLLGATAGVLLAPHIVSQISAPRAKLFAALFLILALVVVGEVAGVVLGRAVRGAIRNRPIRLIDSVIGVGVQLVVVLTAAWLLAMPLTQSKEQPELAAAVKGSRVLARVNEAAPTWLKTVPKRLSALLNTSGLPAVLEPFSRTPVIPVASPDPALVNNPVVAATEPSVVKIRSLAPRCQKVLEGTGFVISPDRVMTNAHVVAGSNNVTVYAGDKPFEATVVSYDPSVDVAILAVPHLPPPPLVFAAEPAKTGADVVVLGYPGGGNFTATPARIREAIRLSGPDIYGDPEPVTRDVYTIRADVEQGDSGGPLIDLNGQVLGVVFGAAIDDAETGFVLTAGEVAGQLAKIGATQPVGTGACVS
Anthrax LF prot: Bacillus anthracis LF protease inhibitors, primary screen, biochemical, multiplex microsphere, MLPCN library; inhibition, % at 10 µM; actives 0.12% (n = 360,000); multiplex microsphere protease cleavage assay; in the data active = inhibition above about 30%; inconclusive = no clear call, values can overlap the other calls; note: plate controls were buffer without enzyme for full effect and enzyme alone for no effect
MazF activator: activators of E. coli MazEF toxin-antitoxin RNase, primary screen, biochemical, fluorescence, uHTS. FAM/BHQ RNA-DNA oligo cleavage fluorescence, 5 h. activation, % at 20 µM. actives 0.32% (n = 350,000). AID 504720, 2011; in the data active = activation above about 50%
Target sequence (P0AE70 whole entry, looked up): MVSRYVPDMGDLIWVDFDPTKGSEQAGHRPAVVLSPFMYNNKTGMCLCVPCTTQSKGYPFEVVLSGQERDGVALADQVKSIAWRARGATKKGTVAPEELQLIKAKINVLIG
PfHsp40 rescue: rescue of yeast from PfHsp40 toxicity, primary screen, S. cerevisiae, ATP luminescence; AID 504582, 2011; actives 0.68% (n = 340,000); S. cerevisiae expressing PfHsp40, growth rescue; growth rescue, % at 12.5 µM; in the data active = growth rescue above about 28%, passing the limit was not always enough; inconclusive = no clear call, values can overlap the other calls;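 note: yeast W303a lacking pdr1 and pdr3 grown in galactose medium; growth measured after three days at 30 °C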
SSB-PriA inh: inhibitors of Klebsiella pneumoniae PriA binding to SSB C-terminal tail, primary screen, biochemical, AlphaScreen; PriA–SSB C-terminal tail interaction (Klebsiella pneumoniae); AlphaScreen SSBct-PriA binding, biotinylated peptide; inhibition, % at 33 µM; actives 0.6% (n = 430,000); in the data active = inhibition mostly above about 37%, no sharp cut-off; inactive = mostly below about 20%;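 note: plate controls were negative control peptide for no effect and reference peptide for full effect; strong numbers were not always called active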
Vc quorum ag: inducers of Vibrio cholerae quorum light production without autoinducers, primary screen, BH1578 luxS cqsA deficient, single point | actives 0.16% (n = 350,000) | V. cholerae BH1578 lux reporter, luminescence, 6 h | activation, % at 18.7 µM; in the data active = activation mostly above about 9.7%, no sharp cut-off; inconclusive = no clear call, values can overlap the other calls; inactive = mostly below about 3.7%; note: not every result past the cut was called active; inactives centre near 0; reference of the scale not given here
* hit, by the source's call; i = inactive; ? = inconclusive; . = not tested or not shown; & = joins results of further samples.

1. Cc1ccccc1C(=O)NNC(=S)NC(=O)c1ccccc1
2. Cc1ccc(NC(=O)c2cc(S(=O)(=O)N3CCCCC3)ccc2N2CCOCC2)cc1S(=O)(=O)N(C)C
3. COc1ccc(S(=O)(=O)N(C)C[C@H]2Oc3c(NC(=O)Nc4c(C)noc4C)cccc3C(=O)N([C@@H](C)CO)C[C@H]2C)cc1
4. CC(C)c1ccccc1NC(=O)CCc1nc2ccccc2s1
5. COc1ccccc1C(=O)NCc1nnc(SCC(=O)Nc2nccs2)n1C
6. Cc1ccc(S(=O)(=O)c2c(O)c3ccc(C(=O)O)cc3[nH]c2=O)cc1
7. Cc1[nH]n(-c2ccccc2)c(=O)c1C(=O)c1ccc([N+](=O)[O-])cc1
8. COCCn1c(SCC(=O)Nc2cccc(F)c2)nc2c(c1=O)SCC2

Compound	1	2	3	4	5	6	7	8
TcdB inh	.	0.6	-1.0	.	1.2	2.3	0.6	0.4
Y pestis TopoI	-3	14	11	-2	-2	4	-1	-1
3CLpro inhibitor	-2	.	.	-1	1	-5	2	2
VHR inh abs	-5	.	.	-8	41	-2	11	0
Rv3671c protease	4	.	2	5	2	.	-11	1
Anthrax LF prot	-2	-4	-13	-2	-16	-3	2	3
MazF activator	9	-1	11	4	2	1	4	3
PfHsp40 rescue	169*	0.2	-0.1	-1.6	0.9	?	-0.8	-0.8
SSB-PriA inh	2	-12	-8	5	-5	-10	-12	-13
Vc quorum ag	-0.3	-0.8	-6.2	-0.2	-0.3	i	0.5	0.3

9. COc1ccc(Cl)cc1C=CC=NNS(=O)(=O)c1ccc(C)cc1
10. Cc1cccc(/C(N)=N/OC(=O)c2ccc3c(c2)OCO3)c1
11. COc1cc(CNCCC2CCOC(C)(C)C2)ccc1O (stereo unspecified)
12. O=C(CN1C(=O)NC(Cc2c[nH]c3ccccc23)C1=O)NC1CC1 (stereo unspecified)
13. CCCNC(=O)C1CCN(S(=O)(=O)c2c(C)noc2/C=C\c2ccc(OC)cc2)CC1
14. CCOCCCNC(=O)CN1CCN(S(=O)(=O)c2ccc3c(c2)CCC3)CC1
15. CC(=O)N1c2ccc(S(=O)(=O)NCCC(=O)NC3CCC(C)CC3)cc2CC1C (stereo unspecified)
16. COc1ccc2nc(NC(=O)CC3Oc4ccccc4NC3=O)sc2c1 (stereo unspecified)

Compound	9	10	11	12	13	14	15	16
TcdB inh	0.3	.	.	0.3	0.1	3.4	2.3	0.5
Y pestis TopoI	2	0	2	0	24	8	-2	-2
3CLpro inhibitor	.	-1	0	-1	2	.	-2	0
VHR inh abs	.	16	8	0	15	.	11	36
Rv3671c protease	.	5	8	9	1	0	3	9
Anthrax LF prot	-1	0	-12	-7	-10	-7	-5	2
MazF activator	1	0	5	3	6	6	-1	-4
PfHsp40 rescue	0.9	-1.2	0.4	-0.4	0.1	-0.8	1.5	-0.3
SSB-PriA inh	-4	.	-6	-3	-5	-7	-7	-15
Vc quorum ag	-1.0	-0.1	i	-0.4	-0.6	-2.6	i	0.4

17. CCN(CC(=O)Nc1ccccc1C(F)(F)F)C(=O)c1cccc(N2C(=O)CCC2=O)c1
18. O=S(=O)(N/N=C\c1c(F)cccc1Cl)c1ccc(Cl)cc1
19. c1ccc(CN2OCC3Cn4c(nc5ccccc54)C32)cc1 (stereo unspecified)
20. CCn1ncc(/C=N\NC(=O)COc2cc(C)cc(C)c2)c1C
21. O=C1CCC(C(=O)Nc2ccccc2N2CCCC2)=NN1
22. O=C(O)CSc1nnc(CNc2ccc(F)cc2)n1-c1ccccc1
23. CC1(C)Oc2nc3ccccc3n2/C1=C\C#N
24. O=C(CN1CCOCC1)c1ccc(Br)cc1

Compound	17	18	19	20	21	22	23	24
TcdB inh	0.6	.	1.3	0.0	-1.0	-0.6	.	-0.9
Y pestis TopoI	8	-2	-7	-4	10	-8	2	-5
3CLpro inhibitor	.	-2	.	-5	.	0	0	2
VHR inh abs	.	17	26	-2	.	18	-37	28
Rv3671c protease	10	1	7	-6	-7	4	5	-2
Anthrax LF prot	-2	1	0	3	-14	.	1	7
MazF activator	4	8	6	6	9	-13	-3	6
PfHsp40 rescue	-0.8	-1.0	0.1	0.0	-0.5	-0.2	-1.1	.
SSB-PriA inh	-13	.	2	.	15	-10	-3	-2
Vc quorum ag	-0.6	i	i	-0.3	i	i	.	-0.5

25. Cc1ccc(/C=C(\C#N)c2nn(-c3ccccc3)c(N)c2C#N)cc1
26. Cc1cccc(CCNC(=O)CCCOc2cc(=O)n(C)c3ccccc23)c1
27. Fc1cc(F)c(C2SCCN2C(=S)Nc2cccc(C(F)(F)F)c2)c(F)c1 (stereo unspecified)
28. O=C(NCc1cccnc1)c1cccc(OC2CCN(Cc3ccc(CO)o3)CC2)c1
29. COCCNC(=O)C(=O)NCC1CCCN1S(=O)(=O)c1cccs1 (stereo unspecified)
30. COc1ccc(Br)cc1/C=C/C(=O)OCC(=O)NCCc1ccc(S(N)(=O)=O)cc1
31. COc1cc(C2NC(=O)CCC2[N+](=O)[O-])cc(Br)c1OC (stereo unspecified)
32. COc1ccc(CNCC(O)COc2ccc(C)cc2[N+](=O)[O-])cc1 (stereo unspecified)

Compound	25	26	27	28	29	30	31	32
TcdB inh	.	1.7	0.5	0.4	0.0	0.9	1.4	0.0
Y pestis TopoI	-3	31	-16	5	-7	37	1	3
3CLpro inhibitor	7	2	-1	1	.	.	1	0
VHR inh abs	24	-10	-15	10	.	.	.	8
Rv3671c protease	-24	-3	2	-12	.	0	3	-2
Anthrax LF prot	-3	0	1	.	5	0	-13	.
MazF activator	-4	-1	2	3	-7	1	-2	6
PfHsp40 rescue	2.3	-0.3	2.4	0.5	.	-0.5	1.5	-2.0
SSB-PriA inh	-21	-2	-2	-10	.	-12	-1	-3
Vc quorum ag	-0.7	i	-0.3	-0.3	-0.7	i	0.1	i

33. CCOC(=O)c1c(NC(=O)c2cccs2)sc2c1CCN(C(=O)OCC)C2
34. COc1ccc2c(CC(=O)NC3CCCc4ccccc43)coc2c1 (stereo unspecified)
35. Cc1cccc(-n2c(-c3csc(C(C)C)c3)n[nH]c2=S)c1
36. COc1ccc(/C=C/C(=O)NCc2c(C)nn(C)c2C)cc1COc1ccc(Br)cc1
37. CC(=O)NC(CCS(C)(=O)=O)C(=O)Nc1nc(C)cs1 (stereo unspecified)
38. CCN(CC)c1ncnc2c1[nH]c1ccccc12
39. COc1ccc(CN2CC(C(=O)NCCc3ccc(C)cc3)CC2=O)cc1 (stereo unspecified)
40. CCOc1cc(CNCc2cccs2)ccc1OCC(=O)NC(C)(C)C

Compound	33	34	35	36	37	38	39	40
TcdB inh	.	.	.	.	.	.	.	.
Y pestis TopoI	12	0	0	45	9	-3	8	5
3CLpro inhibitor	1	2	3	-1	-1	-1	-6	6
VHR inh abs	17	26	-12	29	9	19	-12	21
Rv3671c protease	-9	-12	4	-1	-4	7	-4	-15
Anthrax LF prot	-1	0	-11	-3	-4	0	-1	-1
MazF activator	6	2	-17	1	-19	1	4	1
PfHsp40 rescue	-1.2	1.1	-1.5	-0.6	-2.0	-1.0	0.4	0.4
SSB-PriA inh	-22	-3	5	-2	-13	-7	-2	-3
Vc quorum ag	i	-0.3	i	-12	-0.4	-2.0	-0.4	i

41. CCCCn1c(N)c(N(CCOC)C(=O)c2cc(S(=O)(=O)N3CCCCC3)ccc2C)c(=O)[nH]c1=O
42. O=C(Nc1ccc(N2C(=O)C3C4C=CC(C4)C3C2=O)cc1)Nc1cccnc1 (stereo unspecified)
43. O=C(CSc1n[nH]c(=O)n1C1CC1)c1ccc(F)cc1
44. O=C(O)c1ccccc1C(=O)c1ccc(Br)s1
45. O=C(O)c1ccccc1COc1ccccc1Cl
46. CC1(CCc2ccccc2)NC(=S)N(c2ccc(Cl)cc2)N1 (stereo unspecified)
47. CC1=C(C(=O)N(C)C)CC(CC(=O)NCc2cccc3ccccc23)C(=O)N1Cc1ccccc1 (stereo unspecified)
48. O=C(COC(=O)c1ccc(F)cc1)Nc1cc(S(=O)(=O)N2CCOCC2)ccc1N1CCCC1

Compound	41	42	43	44	45	46	47	48
TcdB inh	-0.5	.	1.1	0.0	-0.2	.	2.2	1.1
Y pestis TopoI	4	3	-1	-4	-2	0	39	2
3CLpro inhibitor	.	-3	-1	1	1	0	.	5
VHR inh abs	.	-17	31	6	3	5	.	30
Rv3671c protease	-4	-11	-4	2	-2	-15	.	0
Anthrax LF prot	-3	-4	?	-5	-4	0	-3	-2
MazF activator	11	-6	-3	-11	-1	0	6	-4
PfHsp40 rescue	-1.4	0.9	.	-0.8	14	7.0	.	0.6
SSB-PriA inh	-13	-5	-14	-15	-5	-1	.	5
Vc quorum ag	i	i	-0.4	i	-0.3	-0.3	1.1	0.2

49. COc1ccc(CNC(=O)Cc2ccc(-c3ccccc3)cc2)cc1OC
50. CCC1SC2=NC(C)=C(C(=O)OC)C(c3ccc(C(=O)OC)cc3)N2C1=O (stereo unspecified)
51. O=C(CSc1nnc(-c2ccncc2)o1)NCc1ccccc1Cl
52. CCOC(=O)[C@@H]1[C@H]2COc3cc(OC)ccc3[C@@H]2N2C(=O)N(c3ccccc3)C(=O)[C@@]12C
53. Cc1cc(C)c(NC(=O)c2cccc3c2C(=O)N(C2CCCCC2)C3)c(C)c1
54. Nc1ccccc1OCP(=O)(c1ccccc1)c1ccccc1
55. COc1cc(C)nc(-c2csc(C)n2)n1

Compound	49	50	51	52	53	54	55
TcdB inh	1.9	.	1.7	-0.2	.	-1.0	1.2
Y pestis TopoI	29	-8	2	2	34	-5	3
3CLpro inhibitor	0	1	0	.	6	-4	-1
VHR inh abs	23	14	-5	.	6	-13	-12
Rv3671c protease	-11	-8	-2	-3	1	9	4
Anthrax LF prot	-9	1	0	-3	-1	1	0
MazF activator	7	0	-2	3	-2	-2	-8
PfHsp40 rescue	-1.1	-0.1	0.1	-0.5	-0.8	-1.3	-0.6
SSB-PriA inh	-4	-16	-5&-7	-9	0	-22	5
Vc quorum ag	-0.1	-0.3	-0.7	i	-0.2	i	i

Looked up by compound from above:
39. COc1ccc(CN2CC(C(=O)NCCc3ccc(C)cc3)CC2=O)cc1 (stereo unspecified)
48. O=C(COC(=O)c1ccc(F)cc1)Nc1cc(S(=O)(=O)N2CCOCC2)ccc1N1CCCC1
40. CCOc1cc(CNCc2cccs2)ccc1OCC(=O)NC(C)(C)C
13. CCCNC(=O)C1CCN(S(=O)(=O)c2c(C)noc2/C=C\c2ccc(OC)cc2)CC1
5. COc1ccccc1C(=O)NCc1nnc(SCC(=O)Nc2nccs2)n1C
45. O=C(O)c1ccccc1COc1ccccc1Cl
18. O=S(=O)(N/N=C\c1c(F)cccc1Cl)c1ccc(Cl)cc1

Compound	39	48	40	13	5	45	18
TcdB inh	.	1.1	.	0.1	1.2	-0.2	.
Y pestis TopoI	8	2	5	24	-2	-2	-2
3CLpro inhibitor	-6	5	6	2	1	1	-2
VHR inh abs	-12	30	21	15	41	3	17
Rv3671c protease	-4	0	-15	1	2	-2	1
Anthrax LF prot	-1	-2	-1	-10	-16	-4	1
MazF activator	4	-4	1	6	2	-1	8
PfHsp40 rescue	0.4	0.6	0.4	0.1	0.9	14	-1.0
SSB-PriA inh	-2	5	-3	-5	-5	-5	.
Vc quorum ag	-0.4	0.2	i	-0.6	-0.3	-0.3	i

This is a subset. The share of hits here may be higher or lower than overall.
